MLL CXXC-DNA inh – inhibitors of human MLL CXXC domain-DNA interaction; AID 2662; MLL-CXXC / FITC-HOXA9 DNA fluorescence polarization; Potency, µM (highest dose often 115 µM), for the others: at the highest dose activity change, negative = inhibition, usual class: inhibitors; 0.037% of 290,000 active; active means well fitted inhibition curve with a large enough effect in the polarisation, with a control signal flat, not every such curve was filed as active; inconclusive means small, poorly fitted or top-dose-only effect, or effect the other way, or a change in a side signal; inactive means no such curve, though single readings can be large or run the other way; the % refers to the polarisation
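Steps: dispense CXXC domain solution (7 uM) → pin compounds or unlabeled HOX-A9 DNA control → 5 min ambient → add FLSN-HOX-A9 solution (50 nM) → spin → 30 min ambient → fluorescence polarization. Tris pH 7.5/NaCl/DTT/BSA buffer.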
Gal4-VP16 FLuc – Gal4-VP16 reporter inhibition counter-screen; Drosophila S2 Gal4-VP16 UAS-luciferase, luminescence, 20 h; Potency, µM (series often up to 53.6 µM), for inactives: at the top dose activity, negative = inhibition, hits mostly inhibitors; 3.5% of 310,000 active; AID 2546;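 further: Gal4-VP16 expression switched on by copper sulfate through the metallothionein promoter; on the % scale 0 is the no-effect control and ±100 the full control effect; nearly all actives have a fitted effect of over 50% in size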
uPA generation – cell surface uPA generation inhibition | cell surface uPA generation assay, qHTS | Potency, µM (top dose mostly 38.3 µM), for inactives: at the top dose activity change, negative = inhibition, usual class: inhibitors | 0.31% of 330,000 active; active means well fitted inhibition curve with a large enough effect; inconclusive means small, poorly fitted or top-dose-only effect; inactive means no such curve, though single readings can be large or run the other way; tested in mouse RAW 264.7 cells; further: on the % scale 0 is the no-effect control and ±100 the full control effect; nearly all actives have a fitted effect of over 55% in size
Rab9 prom act – Rab9 promoter activation; AID 485297; Huh7 Rab9 promoter-luciferase reporter, luminescence, 24 h; Potency, µM (top dose mostly 9.22 µM), for the others: at the highest dose activation, negative = inhibition, usual class: activators; 2.8% of 320,000 active; further: % of control where 0% means no effect; nearly all actives have a fitted effect of over 60% in size
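Cell-based reporter: Huh7 stable for Rab9 promoter-driven luciferase, plated in reduced-serum medium with 10% FBS at 1500 cells/well, compound-treated 24 h at 37 °C, luminescence read after 10 min reagent.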
RORg inh – blocks mouse ROR gamma transcriptional activity; Potency, µM (titrated, usually from 53.6 µM), without a hit: top-dose activity change, negative = inhibition, hits mostly inhibitors; 5.4% of 310,000 active; Drosophila S2 Gal4-RORgamma UAS-luciferase reporter, 20 h; P51450; further: on the % scale 0 is the no-effect control and ±100 the full control effect; nearly all actives have a fitted effect of over 60% in size
Target sequence (P51450 whole entry, looked up, the tested form may be a part): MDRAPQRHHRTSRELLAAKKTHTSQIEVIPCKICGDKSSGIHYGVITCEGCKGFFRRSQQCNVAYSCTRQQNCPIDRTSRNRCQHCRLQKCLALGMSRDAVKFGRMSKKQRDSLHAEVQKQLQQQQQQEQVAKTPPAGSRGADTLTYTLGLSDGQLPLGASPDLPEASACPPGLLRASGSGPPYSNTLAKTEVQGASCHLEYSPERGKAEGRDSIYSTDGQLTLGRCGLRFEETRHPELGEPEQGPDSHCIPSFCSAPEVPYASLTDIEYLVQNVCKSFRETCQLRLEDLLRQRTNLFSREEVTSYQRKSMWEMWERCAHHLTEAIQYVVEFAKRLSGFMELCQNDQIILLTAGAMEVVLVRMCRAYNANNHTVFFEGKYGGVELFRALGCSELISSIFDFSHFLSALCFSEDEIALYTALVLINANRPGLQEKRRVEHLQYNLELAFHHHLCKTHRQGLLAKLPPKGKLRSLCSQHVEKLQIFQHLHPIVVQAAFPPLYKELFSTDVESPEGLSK
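Luciferase reporter read in Schneider cells carrying Gal4-RORγ (mouse) and UAS-Photinus luciferase; cells given compound 1 h before 700 uM copper sulfate induction, then incubated 20 h at ambient temperature.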
BRCA1 expr up – increases BRCA1 expression | AID 624202 | MCF7-BRCA1-FFLuc reporter, luminescence, 48 h; response scale: scaled: vehicle 0%, 10 µM genistein 100% | 1.1% of 380,000 active | Potency, µM (titrated, usually from 46.1 µM), for the others: top-dose activation, usual class: activators; further: nearly all actives have a fitted effect of over 80% in size; some results filed as inactive show a strong effect at the top dose
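MCF7 cells carrying a BRCA1-firefly luciferase reporter (2000 cells/well, phenol-red free MEM) were attached for 2 h at 37 °C, then given compounds for 48 h. Luminescence was read 15 min after luciferase reagent; activity normalized to genistein (10 microM) and DMSO.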
FLuc counter – counter-screen for miR-21 project: firefly luciferase inhibitors or activators; Potency, µM (doses to about 57.5 µM), for inactives: at the top dose activity change, negative = inhibition, most hits filed as inhibitors; 6.9% of 360,000 active; purified FLuc, Km substrates, luminescence inhibition; P08659;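 further: plate controls were vehicle for no effect and reference inhibitor for full effect; nearly all actives have a fitted effect of over 55% in size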
Target sequence (P08659 whole entry, looked up): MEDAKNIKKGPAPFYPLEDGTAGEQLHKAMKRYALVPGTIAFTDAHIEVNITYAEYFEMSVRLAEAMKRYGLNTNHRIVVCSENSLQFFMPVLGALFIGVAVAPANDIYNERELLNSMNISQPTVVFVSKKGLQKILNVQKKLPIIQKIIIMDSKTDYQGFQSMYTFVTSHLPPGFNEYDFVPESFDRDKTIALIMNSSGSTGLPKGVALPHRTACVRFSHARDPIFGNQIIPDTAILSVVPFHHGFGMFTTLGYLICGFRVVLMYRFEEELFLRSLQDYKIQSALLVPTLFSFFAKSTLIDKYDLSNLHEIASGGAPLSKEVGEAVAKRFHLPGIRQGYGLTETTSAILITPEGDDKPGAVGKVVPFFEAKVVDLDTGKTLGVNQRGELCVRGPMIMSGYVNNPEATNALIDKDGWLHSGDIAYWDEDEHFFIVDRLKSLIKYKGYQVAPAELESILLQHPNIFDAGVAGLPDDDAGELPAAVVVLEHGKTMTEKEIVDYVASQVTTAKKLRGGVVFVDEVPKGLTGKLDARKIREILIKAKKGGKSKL
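Purified P. pyralis luciferase, 10 nM final, with Km-level 10 uM D-luciferin and 10 uM ATP in 50 mM Tris acetate pH 7.5, 10 mM Mg acetate, 0.01% Tween-20, 0.05% BSA; 6-point qHTS titration about 60 µM downward; luminescence read.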
p53 reactivator – re-activators of mutant p53. H1299 p53-A138V BP100-luciferase reporter, luminescence, 24 h. Potency, µM (series often up to 92.2 µM), without a hit: top-dose activity change, positive = activation, actives largely listed as activators. 0.063% of 320,000 active. AID 504706; further: % of control where 0% means no effect; nearly all actives have a fitted effect of over 45% in size
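p53-null H1299 cells stably carrying temperature-sensitive p53-A138V and a BP100-luciferase reporter were pinned with compounds (4-point, 1:5 series) and held 24 hrs at 37 deg C. Luminescence was read 10 min after detection reagent.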
ELG1 genotox – induces genotoxicity in HEK293T cells with luciferase-tagged ELG1; HEK293T ELG1-luciferase reporter, luminescence, 16 h; Potency, µM (top dose mostly 46 µM), for the others: at the highest dose activity change, positive = activation, actives largely listed as activators; 1.3% of 330,000 active; further: % of control where 0% means no effect; nearly all actives have a fitted effect of over 60% in size
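Reporter readout depends on ELG1 protein level, which increases with genetic stress. After 16 hr compound exposure at 37 °C, luciferase activity was quantified using ONE-Glo.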
NPC1 prom act – NPC1 promoter activation | Huh7 NPC1 promoter luciferase reporter, 24 h | Potency, µM (titrated, usually from 9.22 µM), for inactives: top-dose activation, most hits filed as activators | 2.4% of 320,000 active;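 further: % of control where 0% means no effect; nearly all actives have a fitted effect of over 60% in size; reporter is driven by a mutant NPC1 promoter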
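Luminescence read-out of NPC1 promoter-driven luciferase in stably transfected Huh7 cells; compounds delivered in DMSO and left 24 h at 37C, 5% CO2, qHTS titration format.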
MBNL1-CUG inh – blocks human MBNL1 binding to CUG repeat RNA; Q9NR56; TR-FRET MBNL1-His/biotin-(CUG)12 binding, 665/545 ratio; Potency, µM (titrated, usually from 57.5 µM), inactives show at the top dose activity change, negative = inhibition, usual class: inhibitors; 0.036% of 280,000 active; active means well fitted inhibition curve with a large enough effect in the signal ratio, with a control signal flat, not every such curve was filed as active; inconclusive means small, poorly fitted or top-dose-only effect, or effect the other way, or a change in a side signal; inactive means no such curve, though single readings can be large or run the other way; the % refers to the signal ratio; further: on the % scale 0 is the no-effect control and ±100 the full control effect
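MBNL1-His + Biotin-(CUG)12, cpd titration 92 nM–58 uM; Tb anti-His Ab 0.055 ng/ul, SA-XL665 5 nM (final); 60 min RT; ratiometric 665/545 nm, Ex 340 nm; normalized to buffer and full-complex controls.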
Starred values were filed as active, the others as inactive; ? = inconclusive; . = not tested or not shown; [ ] = dose if it differs, or a comment. Unless noted, the call rests on the fitted dose curve; in most records, active means well fitted curve in the direction sought with a large enough effect; inconclusive means small, poorly fitted or top-dose-only effect, or another doubt; inactive means no such curve, though single readings can be large; an effect the other way counts as inactive or inconclusive. Potency means the concentration at half of the fitted maximal effect.

Every second line gives: MLL CXXC-DNA inh	Gal4-VP16 FLuc	uPA generation	Rab9 prom act	RORg inh	BRCA1 expr up	FLuc counter	p53 reactivator	ELG1 genotox	NPC1 prom act	MBNL1-CUG inh
[1] CCOC(=O)C1(Cc2cccc(OC)c2)CCCN(S(=O)(=O)CC)C1 (stereo not given)
    0%	-7%	23%	0%	-5%	-4%	0%	-7%	0%	-2%	-1%
[2] COC(=O)[C@@H](NC(=O)N1CCN(C(=O)C2COc3ccccc3O2)CC1)C(C)C (stereo not given in full)
    7%	2%	4%	2%	-3%	-3%	3%	1%	0%	-1%	-9%
[3] O=C1C(=O)N(c2ccccn2)C(c2ccc(Br)cc2)/C1=C(/O)c1ccc(Br)cc1 (stereo not given)
    -24%	1%	?	-7%	19%	-1%	0%	-13%	-2%	-3%	11%
[4] Cc1cc(NS(=O)(=O)c2ccc(NC(=S)NC(=O)c3ccccc3)cc2)no1
    12%	-12%	-3%	1%	22%	-21%	-16%	11%	1%	1%	49%[activator]
[5] COc1ccc(-c2nc(CS(=O)CC(=O)NC3CCCCC3)c(C)o2)cc1OC (stereo not given)
    9%	-4%	-1%	0%	9%	0%	5%	-4%	1%	-1%	-1%
[6] CC(C)C(C)NC(=O)COC(=O)c1cccc(C(=O)OCC(=O)NC(C)C(C)C)n1 (stereo not given)
    14%	-12%	10%	-1%	2%	-9%	-3%	12%	0%	-1%	0%
[7] COc1ccc(-c2nn(C)c3sc(C(=O)N4CCOCC4)cc23)cc1OC
    2%	1%	3%	-1%	-4%	-8%	-18%	-7%	?	1%	4%
[8] COc1ccccc1CNS(=O)(=O)c1ccc(NC(C)=O)cc1
    -5%	-9%	19%	-5%	?	-30%	1%	-3%	-5%	-2%	-3%
[9] CC1CCC/C(=N/Nc2ccc([N+](=O)[O-])cc2[N+](=O)[O-])C1 (stereo not given)
    2%	12%	2%	1%	43%	1%	?	1%	?	10%	?
[10] Cc1cccc(C)c1NC(=S)NC(=O)c1ccc(Br)o1
    -2%	?	-2%	-2%	3.2µM*	-44%	-2%	2%	-3%	-7%	-4%
[11] COc1ccc(COC(=O)NNC(=O)c2ccccc2Cl)cc1
    -5%	1%	8%	-2%	17%	3%	-2%	0%	6%	-2%	3%
[12] COc1ccc(Oc2ccccc2C#N)cc1
    12%	2%	-2%	-4%	9%	15%	-6%	-1%	0%	-8%	-3%
[13] COc1ccc(-c2cc(C(=O)Nc3ccc(C(N)=O)cc3)c3ccccc3n2)cc1
    10%	0%	-2%	?	16%	44%	0.76µM*	15%	7%	?	4%
[14] O=C(CCCN1C(=O)/C(=C/c2ccccc2)SC1=S)NCCCn1ccnc1
    -2%	4.5µM*	-26%	-2%	5µM*	-30%	?	13%	-4%	-2%	?
[15] O=C(COc1ccc2ccccc2c1)NNC(=O)[C@@H]1CCCC[C@@H]1C(=O)O
    1%	5%	8%	5%	-3%	-4%	-19%	-5%	-3%	-2%	-3%
[16] CCN(CC)CCN1C(=O)c2oc3ccccc3c(=O)c2C1c1ccc(C)cc1 (stereo not given)
    3%	-3%	-5%	-1%	-1%	-7%	1%	1%	4%	-4%	20%
[17] COc1ccccc1NC(=O)CSc1nnc(-c2ccoc2C)n1CCc1ccccc1
    14%	0%	4%	-2%	27%	-13%	-2%	15%	0%	1%	-2%
[18] CN(C(=O)COc1ccc(C(C)(C)C)cc1)C1CCS(=O)(=O)C1 (stereo not given)
    5%	-15%	-14%	-5%	?	-2%	0%	-5%	-1%	-6%	-9%
[19] COc1cccc(N2CCN(C(=O)CNC(=O)c3sc4ccccc4c3Cl)CC2)c1
    11%	-13%	-4%	1%	24%	-27%	?	-10%	0%	-1%	38%[activator]
[20] Cc1cccc(CN2CCCC(C(=O)N3CCc4ccccc4C3)C2)c1 (stereo not given)
    1%	8%	-7%	-4%	1%	7%[1.84 µM]	8%	2%	-8%	-2%	-6%
[21] O=C(NC(=S)Nc1ccc(S(=O)(=O)N2CCCCC2)cc1)c1cccs1
    -3%	?	-10%	-9%	4.5µM*	-29%	-5%	0%	-1%	1%	18%
[22] CCOC(=O)n1c(=O)n(Cc2cccc(F)c2)c2ccccc21
    7%	-3%	-5%	-2%	37%	0%	-8%	-5%	-1%	-5%	.
[23] CC(C)(C)C(=O)NNC(=O)c1cnccn1
    -14%	3%	5%	-3%	-5%	-4%	-1%	1%	-4%	3%	-1%
[24] Cc1ccc(N2CCN(S(=O)(=O)N(C)C)CC2)cc1Cl
    -2%	-4%	-1%	7%	-44%	0%	1%	-3%	-2%	5%	-7%
[25] COc1ccc(CCNC(=O)c2cc(CC(C)C)on2)cc1OC
    -1%	?	-10%	12%	-2%	-3%	-5%	-6%	-7%	2%	-9%
[26] Cc1nn(C(=O)CCC(=O)NCCc2ccccc2)c2ccccc12
    24%	3%	1%	-3%	6%	12%	2%	0%	-4%	-3%	0%
[27] CCN(Cc1nc2cc(Cl)ccc2c(=O)[nH]1)C(=O)c1cccc(OCc2c(C)noc2C)c1
    .	.	9%	2%	.	-2%	0%	-17%	-6%	-5%	.
[28] CC1(C)CC(=O)CC(C)(C)N1OC(=O)c1ccco1
    10%	9%	1%	-1%	20%	1%	2%	0%	0%	2%	-7%
[29] CCOc1ccccc1/C=N/NC(=O)c1nnn(-c2nonc2N)c1CN1CCC(C)CC1
    6%	-19%	0%	10%	-42%	3%	1%	5%	5%	0%	46%[activator]
[30] CCCC1C(C#N)=C(N)Oc2cc(C)n(C)c(=O)c21 (stereo not given)
    10%	2%	2%	3%	-8%	1%	-15%	-1%	3%	4%	?
[31] O=C1CC(c2cccc(Cl)c2)CC(O)=C1C=Nc1ccccc1 (stereo not given)
    5%	0%	-5%	-7%	27%	-6%	-13%	0%	-1%	0%	-3%
[32] COc1ccccc1NC(=O)NCC(=O)Nc1c(C)cccc1C
    6%	0%	7%	7%	-3%	-3%	-2%	-2%	-1%	-2%	2%
[33] COc1cc(N)c(Cl)cc1C(=O)OC(C)C(=O)Nc1cccc(S(=O)(=O)N2CCOCC2)c1 (stereo not given)
    .	.	18%	-11%	.	-28%	1%	-9%	-2%	3%	.
[34] CCn1c2ccccc2c2cc(NC(=O)C(=O)N3CCOCC3)ccc21
    -5%	-5%	-4%	?	24%	?	?	0%	?	?	-1%
[35] CCOC(=O)c1cc2c(C)n(-c3ccc(OCC)cc3)c(C)c2cc(C(=O)OCC)c1=O
    9%	-11%	-3%	0%	1%	-15%	-13%	?	1%	0%	9%
[36] O=C(CSc1ncn[nH]1)NC1CCCc2ccccc21 (stereo not given)
    3%	-15%	4%	1%	-5%	-22%	-3%	2%	-3%	3%	-1%
[37] COc1ccccc1OCC(=O)Nc1ccccc1C(=O)NC1CC1
    .	.	2%	2%	.	-17%	-12%	0%	2%	-3%	.
[38] COc1ccc(C(NCC(=O)Nc2c(C)cccc2C)c2ccccc2)cc1 (stereo not given)
    -5%	3%	-4%	-1%	-10%	-20%	0%	-8%	-2%	1%	1%
[39] Cc1c(NC(=O)C(C)Sc2nccn2C)c(=O)n(-c2ccccc2)n1C (stereo not given)
    .	.	26%	-4%	.	-12%	1%	1%	1%	16%	.
[40] CC(C)(CN1CCc2ccccc2C1)NS(=O)(=O)c1ccc(Cl)cc1
    -2%	-6%	0%	-2%	-18%	-36%	-1%	0%	-9%	-2%	4%
[41] CN(C(=O)COc1nnc(-c2cccs2)c(-c2cccs2)n1)c1ccccc1
    0%	1%	3%	0%	12%	-26%	2%	-6%	-2%	0%	?
[42] C=CCNC(=O)c1ccccc1SCc1c(C)noc1C
    -3%	6%	-13%	-8%	-16%	-2%	-2%	7%	11%	1%	-7%
[43] CN(C)CCCNc1ccc(S(N)(=O)=O)cc1[N+](=O)[O-]
    -4%	-4%	-2%	-5%	-4%	0%	-1%	-4%	2%	-2%	.
[44] COc1ccc(-n2ccnc2SCC(=O)Nc2cc(C)on2)cc1
    13%	-1%	-3%	-2%	6%	-24%	2%	-15%	-5%	-3%	3%
[45] Cc1cc(=O)[nH]c(SCC(=O)C23CC4CC(CC(C4)C2)C3)c1C#N
    2%	?	.	-9%	?	-4%	-12%	6%	-7%	9%	-4%
[46] O=C(Nc1cc(S(=O)(=O)N2CCCCC2)ccc1Cl)c1ccccc1NS(=O)(=O)c1ccc(F)cc1
    ?	5.6µM*	-10%	-24%	?	-71%	-7%	9%	-4%	-19%	10%

Screens (PubChem)

These rows are one share of the data; the hit share may differ from the screen's.
